Assay outcomes: PubChem, several laboratories
Pyk2 oligo antag: antagonists of Pyk2 self-association, primary screen, Q293 cells, FERM NanoBiT luminescence, HTS. Protein-tyrosine kinase 2-beta (Homo sapiens), Q14289. stronger effect = lower value. z-score (the deposit names both 25 µM and 10 µM). hit rate 0.83% among 99,000;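 active = Z-score of -3 or lower, scaled per plate to the spread of control and sample wells; inactive = z-score above -3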;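 also: negative z-score means lost luminescence so less FERM oligomerization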
CYP2C9 act: human CYP2C9 activators, primary screen, biochemical, luminescence; Cytochrome P450 2C9 (Homo sapiens), P11712; recombinant CYP2C9, luciferin-H conversion; stronger effect = higher value; factor 1 = untreated enzyme, 0 = blocked; activation factor at 5 µM; hit rate 1.4% among 96,000;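 active = activation factor of 2 or more for CYP2C9 at a 5 µM dose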;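 also: 0 = sulfaphenazole-blocked wells and 1 = vehicle-only wells; values of inactives mirror those of a sister screen read the other way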
PLAP activator: PLAP enzyme activators, biochemical, luminescence, HTS | Alkaline phosphatase, placental type (Homo sapiens), P05187 | purified PLAP enzyme, luminescent substrate read-out; stronger effect = higher value | activation fold at 20 µM | hit rate 1.2% among 96,000 | AID 696, 2007; in the data active = activation fold above about 2
PostGolgi yeast: phenotypic screen on post-Golgi transport, primary screen | post-Golgi transport phenotypic cell assay | inhibition, % at 10 µM | hit rate 0.9% among 98,000; in the data active = inhibition above about 30%;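 also: yeast cells grown in 1536-well plates; yeast grown about 18 h at 30C before absorbance read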
EphB4 ephrin blk: EphB4-ephrin-B2 interaction antagonists, primary screen, biochemical, TNYL-RAW peptide probe, fluorescence polarization; EphB4 LBD / TNYL-RAW-Alexa532 peptide; AID 720, 2007; Ephrin type-B receptor 4 (Homo sapiens), P54760; inhibition, % at 7 µM; hit rate 0.15% among 97,000;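 active = inhibition above the screen-wide mean inhibition plus 3 SD, cut at about 15% in these data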;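 also: 0% = DMSO wells and 100% = excess unlabeled TNYL-RAW peptide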
Target sequence (P54760 whole entry, looked up, the tested form may be a part): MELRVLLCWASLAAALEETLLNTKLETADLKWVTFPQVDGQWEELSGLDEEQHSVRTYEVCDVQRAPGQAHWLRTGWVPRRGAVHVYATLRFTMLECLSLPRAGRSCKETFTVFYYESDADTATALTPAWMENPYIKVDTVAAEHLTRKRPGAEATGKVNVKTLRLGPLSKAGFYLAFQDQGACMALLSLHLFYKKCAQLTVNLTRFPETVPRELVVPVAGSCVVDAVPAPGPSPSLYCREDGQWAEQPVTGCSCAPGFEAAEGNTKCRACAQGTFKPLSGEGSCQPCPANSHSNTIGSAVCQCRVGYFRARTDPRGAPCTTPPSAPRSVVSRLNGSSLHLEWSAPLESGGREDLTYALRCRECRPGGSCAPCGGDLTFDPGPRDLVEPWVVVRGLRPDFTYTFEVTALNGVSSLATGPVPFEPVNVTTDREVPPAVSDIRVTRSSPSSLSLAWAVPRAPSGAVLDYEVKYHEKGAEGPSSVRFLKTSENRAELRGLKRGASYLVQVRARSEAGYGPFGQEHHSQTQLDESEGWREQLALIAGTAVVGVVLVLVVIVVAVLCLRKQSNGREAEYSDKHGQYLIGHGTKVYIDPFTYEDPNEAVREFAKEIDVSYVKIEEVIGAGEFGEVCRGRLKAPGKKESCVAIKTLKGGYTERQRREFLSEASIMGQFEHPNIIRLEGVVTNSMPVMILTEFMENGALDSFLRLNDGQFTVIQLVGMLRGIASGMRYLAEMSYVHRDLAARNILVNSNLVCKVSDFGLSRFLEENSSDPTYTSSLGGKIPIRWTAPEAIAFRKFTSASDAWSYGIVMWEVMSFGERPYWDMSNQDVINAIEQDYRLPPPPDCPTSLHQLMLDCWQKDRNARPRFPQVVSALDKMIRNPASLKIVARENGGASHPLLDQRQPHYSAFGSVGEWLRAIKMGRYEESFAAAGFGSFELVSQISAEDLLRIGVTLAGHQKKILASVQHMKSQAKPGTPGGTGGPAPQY
CYP2C19 inhib: blockers of cytochrome P450 2C19 activity – biochemical, luminescence, ADME assay, primary screen | P33261 | CYP2C19 Supersomes, luciferin-H EGE luminescence, 30 min | inhibition, % at 5 µM | hit rate 21% among 96,000 | AID 778, 2007;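 active = CYP2C19 inhibition above a set limit at 5 µM in the primary screen, cut at about 50% in these data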;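 also: plate controls were negative control wells for no effect and 2.5 mM tranylcypromine positive control for full effect; values of inactives mirror those of a sister screen read the other way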
CYP2C9 inh: blockers of cytochrome P450 2C9 activity – biochemical, luminescence, ADME assay, primary screen. inhibition, % at 5 µM. hit rate 20% among 96,000. CYP2C9 Supersomes, luciferin-H conversion. P11712. AID 777, 2007;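 active = blocking of liver enzyme CYP2C9 beyond about 50% at 5 µM, limit read from the data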; also: values of inactives mirror those of a sister screen read the other way
CYP2C19 act: human CYP2C19 activators, primary screen, biochemical, luminescence; Cytochrome P450 2C19 (Homo sapiens), P33261; recombinant CYP2C19, luciferin-H EGE luminescence; stronger effect = higher value; 0 = fully inhibited enzyme, 1 = untreated enzyme; activation factor at 5 µM; 96,000 tested, under 10 active;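 active = activation factor of at least 2 at 5 µM in the primary screen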;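 also: 0 = wells with 2.5 mM tranylcypromine and 1 = vehicle-only wells; values of inactives mirror those of a sister screen read the other way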
E coli WT exp: growth inhibitors of wild-type E. coli, primary screen, strain BW25113, expanded library, OD600 | growth inhibition, % at 100 µM | OD600 absorbance | hit rate 0.15% among 98,000;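 active = growth inhibition above about 50% at one test dose, limit read from the data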;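 also: growth measured after 20 h incubation at 37 °C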
Active calls of the source: *; . = no result given.

SMILES	Pyk2 oligo antag	CYP2C9 act	PLAP activator	PostGolgi yeast	EphB4 ephrin blk	CYP2C19 inhib	CYP2C9 inh	CYP2C19 act	E coli WT exp
CCC1(C)CC(c2csc(N)n2)CCO1 (stereo not drawn)	0.84	1.2	0.9	-5	0	-7	-22	1.1	0
COc1ccc(OC)c(NC(=O)c2ccc(NS(=O)(=O)c3c(C)noc3C)cc2)c1	-0.12	0.7	0.9	4	5	9	33	0.9	-2
O=C(C1CCCN(Cc2cccc(F)c2)C1)N1CCCCC1 (stereo not drawn)	0.54	1	1	19	1	4	3	1	-4
O=C(CCCc1ccccc1)NC1CCSC1=O (stereo not drawn)	-0.09	0.9	0.9	17	6	33	13	0.7	5
CCN1CCCC1CNC(=O)CN1C(=O)COc2ccc(C)cc21 (stereo not drawn)	.	1	1.1	-1	.	-1	-2	1	2
CCOC(=O)c1sc(C)c2c1NC1(CCCCC1)NC2=O	-0.22	0.5	1	3	-5	40	47	0.6	-1
CSc1cccc(NC(=O)c2ccccc2N(C)S(C)(=O)=O)c1	1.2	1	0.8	-1	-2	39	1	0.6	0
COc1ccccc1CNC(=O)C(CCSC)NS(=O)(=O)c1ccc2c(c1)oc(=O)n2C (stereo not drawn)	2.6	1	1	-3	5	91*	4	0.1	2
COC(=O)c1cc2c(ccn2-c2ccc(F)cc2)n1CC(=O)N1CCN(C(=O)c2ccco2)CC1	0.65	0.8	1	8	-11	9	17	0.9	-3
CCOc1ccc(N(CC(=O)O)S(=O)(=O)c2cccnc2)cc1	.	1.2	0.9	-4	0	-7	-18	1.1	-9

One compound at a time (already shown). Order of screens: Pyk2 oligo antag	CYP2C9 act	PLAP activator	PostGolgi yeast	EphB4 ephrin blk	CYP2C19 inhib	CYP2C9 inh	CYP2C19 act	E coli WT exp
Shown for CSc1cccc(NC(=O)c2ccccc2N(C)S(C)(=O)=O)c1 = 1.2	1	0.8	-1	-2	39	1	0.6	0
Shown for O=C(CCCc1ccccc1)NC1CCSC1=O (stereo not drawn) = -0.09	0.9	0.9	17	6	33	13	0.7	5
Shown for CCN1CCCC1CNC(=O)CN1C(=O)COc2ccc(C)cc21 (stereo not drawn) = .	1	1.1	-1	.	-1	-2	1	2
Shown for CCOc1ccc(N(CC(=O)O)S(=O)(=O)c2cccnc2)cc1 = .	1.2	0.9	-4	0	-7	-18	1.1	-9
Shown for CCC1(C)CC(c2csc(N)n2)CCO1 (stereo not drawn) = 0.84	1.2	0.9	-5	0	-7	-22	1.1	0

Next results follow:
SMILES	Pyk2 oligo antag	CYP2C9 act	PLAP activator	PostGolgi yeast	EphB4 ephrin blk	CYP2C19 inhib	CYP2C9 inh	CYP2C19 act	E coli WT exp
O=[N+]([O-])c1cc(/C=N/OCc2c(Cl)cccc2Cl)ccc1N1CCOCC1	-0.68	0.6	1.1	-6	5	7	37	0.9	-18
CSc1ccccc1NC(=O)CN(c1cccc(C)c1)S(C)(=O)=O	-1.4	0.5	1	6	.	51*	53*	0.5	2
Cc1nc(CCNC(=O)COc2ccccc2)cs1	.	1.1	1.1	-3	3	30	-6	0.7	7
c1ccc2c(c1)OCC(c1nnc3n1-c1ccccc1SC3)O2 (stereo not drawn)	-1.4	0.2	1.4	4	1	96*	85*	0	6
CC12CCC(C(=O)NCc3ccc(Cl)cc3)(OC1=O)C2(C)C (stereo not drawn)	-0.33	0.5	1.1	-3	-6	84*	46	0.2	4
CCOC(=O)c1c(NS(C)(=O)=O)sc2c1CCC(C)C2 (stereo not drawn)	2.5	0.4	1.7	-3	1	31	57*	0.7	-6
CCOC(=O)CC1C(=O)NCCN1C(=O)NC1CCCCC1 (stereo not drawn)	1.1	0.7	1	-5	-3	-3	27	1	3
Cc1nn(C)c(Cl)c1NC(=O)OCc1ccccc1	-0.03	1.5	1	-4	-3	33	-49	0.7	2
Cc1nc2n(n1)CC(O)CS2 (stereo not drawn)	0.03	0.9	1	0	4	-2	14	1	-9
COc1ccc(N2CCn3c2nc2c3c(=O)n(CCCc3ccccc3)c(=O)n2C)c(OC)c1	-1.7	0.7	1.4	-3	5	24	28	0.8	-7
Cc1cccc(C)c1NC(=O)C(=O)NCCOc1ccc(Cl)cc1	-0.7	0.6	0.8	-7	2	19	36	0.8	-5
O=C(COc1ncnc2c(Cl)cc(Cl)cc12)N1CCCCC1	0.24	0.7	0.9	-3	1	11	28	0.9	-1
COC(=O)CSc1nc(N2CCCCC2)c2c(c1C#N)CCCC2	-1.9	0.1	0.9	-5	-1	68*	90*	0.3	-8
CCn1c(=N)c(S(=O)(=O)c2ccc(F)cc2)cc2c(=O)n3ccccc3nc21	-1.4	1	1.1	2	9	70*	-1	0.3	-1
O=C(O)C1CC(=O)N(Cc2cccnc2)C1 (stereo not drawn)	0.38	1.2	1	2	3	-2	-22	1	4
O=C(CSCc1c(Cl)cccc1Cl)Nc1ccc2c(c1)OCO2	-1.1	0.3	0.8	-2	0	12	75*	0.9	-3
CCOC(=O)c1c(N2C(=O)C3C4C=CC(O4)C3C2=O)sc2c1CCCC2 (stereo not drawn)	-0.28	0.9	1.2	-6	-3	18	14	0.8	-15
CC(=O)Nc1sc2c(c1C(N)=O)CCCC2	0.21	0.9	1	-1	3	8	7	0.9	6
CC(C)CCNC(=O)c1ccc2nc[nH]c2c1	0.41	0.9	0.9	3	10	6	15	0.9	4
COc1ccccc1-c1cc(C(F)(F)F)nc(S(=O)(=O)CCCC(=O)Nc2cc(C)on2)n1	-0.5	1	1	9	7	-6	1	1.1	3
CCc1nnc(SCC(=O)Nc2ccccc2)nc1CC	0.46	0.7	1.1	-4	-4	40	29	0.6	1
Oc1c(Br)cc(Br)cc1/C=N/c1nc2c(s1)CCCC2	1.2	.	.	0	-9	.	.	.	67*
COc1ccc(C(=O)CSc2n[nH]c(N)n2)cc1	0.08	1	1.5	11	-9	4	3	1	12
Cc1ccc(N2C(=O)C(CN(C)C)C2c2ccccc2)cc1 (stereo not drawn)	-0.34	0.9	1.3	7	6	9	9	0.9	6
CC(=O)C1=C(C)NC(SCC(=O)c2ccc(F)cc2)=C(C#N)C1c1ccco1 (stereo not drawn)	-1.2	0.2	1.2	-2	-8	98*	80*	0	-9
Cc1ccn2c(NC3CCCCC3)c(C)nc2c1	1.4	0.9	1.1	0	0	27	8	0.7	2
CCSc1nnc2n(-c3ccc(OC)cc3)c(=O)c3c4c(sc3n12)CCCC4	-0.58	0.8	1.6	-7	3	2	22	1	-4
O=C(COc1ccc2c(c1)C(=O)CC1(CCCCC1)O2)NCc1ccccc1	-0.89	0.9	0.9	-2	-4	-4	7	1	-18
CCCCN(CCCC)Cc1ccc(N)cc1	0.06	1	1	4	-3	11	-2	0.9	0
CC1CCc2c(sc3nc(SCC(=O)NCc4ccco4)nc(N)c23)C1 (stereo not drawn)	-0.6	0.4	1.2	1	-7	37	61*	0.6	-15
O=C(CN1CCN(c2nc(-c3ccc(Cl)cc3)cs2)CC1)NCc1ccco1	1.4	0.6	1.4	-2	2	14	38	0.9	3
CCC(=O)Oc1cccc(C(=O)Nc2ccc(-c3nnc(-c4ccco4)o3)cc2)c1	-0.52	0.5	1.6	-5	0	49	53*	0.5	-20
Nc1ccc(-n2nnnc2-c2ccco2)cc1	-0.1	1.7	0.9	13	-6	0	-74	1	-5
O=C1Nc2ccccc2C12OCCCO2	0.48	1.1	0.8	-8	-3	4	-7	1	10
CCN(CC)CCP(=O)(c1ccccc1)c1ccccc1	0.07	1	1.2	5	-2	-15	0	1.2	-5
O=C(CCSc1ccccc1)Nc1ncccn1	0.22	1	1	4	6	6	2	0.9	-6
COCCNc1ncnc2c1cnn2-c1ccc(Cl)cc1	-0.87	.	.	0	-11	.	.	.	5
O=c1[nH]c(C(F)(F)F)nc2c1nnn2Cc1ccccc1F	0.31	0.7	1.2	3	5	3	31	1	-4
COc1ccc(OC)c(-n2nnnc2SCC(=O)Nc2nc(C)c(C)s2)c1	-1.2	0.9	0.9	-5	3	31	7	0.7	-20
O=C1CC(c2ccccc2)NC(=O)N1 (stereo not drawn)	-0.18	1	0.8	-3	.	-1	-2	1	3
CN1C(=O)C2(Oc3ccccc3C3CC(c4ccccc4)=NN32)c2ccccc21 (stereo not drawn)	-0.91	1	1	-6	-3	5	-2	0.9	-11
COc1ccc(N2CCN(C(CNS(=O)(=O)c3cccs3)c3cccnc3)CC2)cc1 (stereo not drawn)	-1.9	0.4	1.6	-2	-4	69*	56*	0.3	0
CN(CC(=O)O)Cc1nc2ccccc2[nH]1	0.61	1	.	-3	-6	5	5	1	-8
CCOC(=O)C1=C(C)NC(=O)NC1/C=C/c1ccccc1 (stereo not drawn)	-0.38	0.8	1	-3	0	24	25	0.8	1
CCCSc1nnc2nc(C)cc(C)n12	.	0.9	1	6	4	5	12	1	5
COC(=O)Cn1c(C)nc(=O)c(-c2ccccc2)c1C	-0.51	1.1	0.9	0	.	-1	-6	1	-3
CC(=O)N(/N=C/c1cccc(C)c1)c1nc(-c2ccc(Br)cc2)cs1	0.8	0.9	0.9	-7	1	28	9	0.7	-15
O=C(NC1CCCC1)C(c1cccnc1)N(C(=O)c1csnn1)C1CC1 (stereo not drawn)	-0.15	0.9	1.1	-3	5	32	6	0.7	-1
CC(C)OC(=O)c1nnn(-c2nonc2N)c1CN1CCCCCC1	0.82	0.9	1.2	-10	-2	5	15	0.9	5
CCCSc1nc(=O)n2cc(C)ccc2n1	2.3	1	0.9	26	-3	9	4	0.9	3

Carrying on.
SMILES	Pyk2 oligo antag	CYP2C9 act	PLAP activator	PostGolgi yeast	EphB4 ephrin blk	CYP2C19 inhib	CYP2C9 inh	CYP2C19 act	E coli WT exp
COc1cc2c(cc1OC)C(C)N(C(=O)Cn1ncc3c1-c1cc(C)ccc1OC3)CC2 (stereo not drawn)	.	0.9	1.5	-3	-2	13	11	0.9	1
Cc1ccc(-c2nnc(SCc3ccc(C#N)cc3)n2Cc2ccco2)cc1	-1.7	0.7	0.9	3	3	11	32	0.9	1
O=C(c1cc(-c2cccs2)on1)N1CCCc2ccccc21	.	0.7	1.1	5	.	93*	26	0.1	-3
N#CCc1c(C#N)c(N)nc(N2CCN(c3ccc(F)cc3)CC2)c1C#N	-0.69	0.6	1.6	17	-2	11	37	0.9	-5
O=C(CC(c1ccccc1)c1ccccc1)NCCO	0.99	0.8	1.2	-1	-4	19	17	0.8	4
CCOC(=O)c1cc(CC)sc1NC(=O)Cc1ccccc1	-1.1	0.8	0.9	3	1	21	16	0.8	-8
COCCOC(=O)c1c(C)oc2ccc(OC(=O)c3cccs3)cc12	1.6	0	1.5	-3	-2	71*	98*	0.3	-6
CN(C)CCCOC(=O)C1c2ccccc2Oc2ccccc21	0.01	1.2	1.2	21	-1	74*	-23	0.3	-7
CCOc1ccc(N2C(=O)CC(SC(=NC)Nc3cccc(F)c3)C2=O)cc1 (stereo not drawn)	-2.6	0.7	1	-7	-5	18	35	0.8	-16
C=CCn1c(CCCOc2ccc(Cl)cc2Cl)nnc1SCC(=O)Nc1nccs1	-0.69	1.1	0.9	23	1	-9	-7	1.1	-16
CCCn1nnc(NC(=O)c2cccc(OCC)c2)n1	-0.08	0.8	1	0	-3	21	17	0.8	17
CSCCC(NC(N)=O)C(=O)N(C)CC(=O)Nc1ccc(C)cc1 (stereo not drawn)	0.05	1.2	1	-3	-10	3	-22	1	5
CC1Cc2ccccc2N1C(=O)CN1CCC(n2nnc3cc(C(F)(F)F)ccc32)CC1 (stereo not drawn)	0.18	0.6	1.7	2	2	50*	44	0.5	3
CC(C)NCCCOc1ccc(C(C)(C)c2ccccc2)cc1	0.18	1	0.8	9	-14	-5	0	1	5
